Source: PubChem
NPY-Y2 antag = NPY-Y2 (human) receptor antagonism | P49146 | NPY-Y2 expressing cells, antagonist mode | AID 793 | inhibition, % at 2.7 µM | hit rate 0.99% among 140,000; in the data active = inhibition above about 17%;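 also: 0% = vehicle with agonist challenge and 100% = reference antagonist with challenge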
Target sequence (P49146 whole entry, looked up): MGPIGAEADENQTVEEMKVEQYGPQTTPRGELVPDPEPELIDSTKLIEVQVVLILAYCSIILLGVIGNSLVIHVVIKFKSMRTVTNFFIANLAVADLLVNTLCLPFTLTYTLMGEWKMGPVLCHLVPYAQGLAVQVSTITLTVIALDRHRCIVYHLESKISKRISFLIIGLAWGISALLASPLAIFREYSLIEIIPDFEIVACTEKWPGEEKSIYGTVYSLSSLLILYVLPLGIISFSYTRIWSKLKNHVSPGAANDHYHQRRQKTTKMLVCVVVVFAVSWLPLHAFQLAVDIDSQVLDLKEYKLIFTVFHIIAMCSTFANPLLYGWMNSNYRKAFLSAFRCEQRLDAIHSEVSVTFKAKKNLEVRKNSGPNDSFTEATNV
E-sel TNF inh = TNF alpha driven E-selectin expression inhibition. AID 1246. HUVEC TNFa-induced E-selectin immunofluorescence, high content. hit rate 0.71% among 120,000. inhibition, % at 2 µM;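 active = inhibition above the batch mean plus 3 SD, and confirmed as a hit on visual image review, cut at about 43% in these data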;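 also: 0% = TNF-stimulated DMSO wells and 100% = unstimulated control wells; not every result past the cut was called active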
GALR2 antag = GALR2 (human) receptor antagonism; O43603; GALR2-expressing cells, antagonist mode; inhibition, % at 4 µM; hit rate 0.39% among 140,000; AID 828; in the data active = inhibition above about 27%;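 also: cells stimulated with galanin 1-16 at roughly its EC80; 0% = agonist challenge control and 100% = basal control without agonist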
Target sequence (O43603 whole entry, looked up): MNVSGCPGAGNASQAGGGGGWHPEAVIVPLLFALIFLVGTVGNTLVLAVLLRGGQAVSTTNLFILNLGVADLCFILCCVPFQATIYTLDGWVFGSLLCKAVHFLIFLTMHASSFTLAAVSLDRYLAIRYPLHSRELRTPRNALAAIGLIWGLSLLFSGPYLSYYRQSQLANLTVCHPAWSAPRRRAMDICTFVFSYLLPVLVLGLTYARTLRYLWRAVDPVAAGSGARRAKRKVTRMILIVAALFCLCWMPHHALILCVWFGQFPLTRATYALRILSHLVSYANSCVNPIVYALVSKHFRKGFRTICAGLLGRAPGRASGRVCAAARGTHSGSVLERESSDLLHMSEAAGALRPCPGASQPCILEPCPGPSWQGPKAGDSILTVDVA
* hit, by the source's call.

SMILES	NPY-Y2 antag	E-sel TNF inh	GALR2 antag
COc1ccc(-c2nnc(SCC(=O)c3ccc4c(c3)OCCO4)o2)cc1	1.2	-3.6	11.8
CC(=O)OC(C(=O)Nc1ccccc1C)C(OC(C)=O)C(OC(C)=O)C(OC(C)=O)C(=O)Nc1ccccc1C (configuration not stated)	0.4	-10.8	10.5
COCCn1c(=N)c(C(=O)NCCc2ccccc2)cc2c(=O)n3cccc(C)c3nc21	2.6	0.4	-1.4
CCOc1ccc(N2C(=O)CC(Sc3nc4ccc(OCC)cc4s3)C2=O)cc1 (configuration not stated)	1.5	-1.6	-6.9
N#Cc1c(NC(=O)CN2C(=O)c3ccccc3C2=O)oc(-c2ccccc2)c1-c1ccccc1	10.6	-19.6	2.4
COc1ccc(CCNC(=O)CSCc2ccc(C)cc2)cc1OC	0.3	0.7	0.1
CCn1cc(CN(C)C(=O)CSc2nc(-c3ccco3)cc(C(F)(F)F)n2)c(C)n1	3.7	-15.5	-1.1
Cc1nnc(SCC(=O)NCCc2ccccc2)[nH]c1=O	2.1	0.2	-4.4
CC1=C(C)C(=O)NC(Nc2nc(C)c3cc(C)cc(C)c3n2)N1 (configuration not stated)	1.6	3.0	11.2
Cc1cc(NCCN2CCOCC2)n2ncc(-c3ccc(Cl)cc3)c2n1	0.3	5.2	10.3
COc1nc(Nc2ccc(-c3nc4ccccc4o3)cc2)nc(N2CCOCC2)n1	1.0	-10.4	-14.1
Clc1ccc(Nc2nc(-c3ccncc3)cs2)cc1	-6.7	6.0	18.4
CC1(C)Cc2c(sc3ncn4nc(-c5ccco5)nc4c23)CO1	2.2	6.9	-0.4
CC(C)(C)SCCNC(=O)CSc1ccccc1	4.1	5.9	-17.8
CN(NC(=O)Nc1ccc(Cl)cc1)c1ncc(C(F)(F)F)cc1Cl	4.8	-28.7	3.6
Cc1cc(NS(=O)(=O)c2ccc(Br)s2)no1	4.9	-11.5	-8.9
Cc1ccc(C2C(C(=O)c3sc(-c4ccccc4)nc3C)=C(O)C(=O)N2CCN(C)C)o1 (configuration not stated)	1.9	-14.5	-6.0
Cc1nn2c3c(cnc2c1-c1ccccc1)C(=O)CC(C)C3 (configuration not stated)	0.5	-11.6	17.5
CCOC(=O)c1cnc(-n2nc(C)cc2C)nc1N1CC(C)OC(C)C1 (configuration not stated)	7.7	-15.9	-0.3
Cc1ccc2cc(C(c3nnnn3CC3CCCO3)N3CCCC4(CCCCC4)C3)c(=O)[nH]c2c1 (configuration not stated)	5.7	-6.6	-9.4
Cc1nn(Cc2ccc(C(=O)Nc3ccc(Br)c4cccnc34)o2)c(C)c1Br	0.9	-11.3	8.8
O=C(N/N=C/c1cc2c(cc1[N+](=O)[O-])OCO2)c1ccccn1	0.8	11.3	0.5
Cc1cc(C)nc(SCC(=O)Nc2sc3c(c2C#N)CCC(C)C3)n1 (configuration not stated)	3.2	-14.7	18.7
CC1CCN(c2ccccc2NC(=S)NC(=O)c2ccco2)CC1	12.2	-11.0	-11.2
Cc1nnc(N2CCN(c3ccccc3)CC2)c2nn(-c3ccccc3F)c(C)c12	2.6	-20.1	2.0
CCNc1nc(NCC)nc(N2CC(=O)N(CC(=O)OCC)C2=N)n1	2.8	0.1	-0.8
COc1cc(CN2CCN(c3cc(C)ccc3C)CC2)cc([N+](=O)[O-])c1O	-0.6	-0.5	-4.7
O=C(/C=C/Nc1ccc(F)cc1)c1cccs1	2.4	22.0	18.1
CCCC(C)C1C(C#N)=C(N)Oc2cc(C)oc(=O)c21 (configuration not stated)	2.4	6.1	4.8
CC(/C=N\NC(=O)c1cccnc1)c1ccccc1 (configuration not stated)	1.9	-5.5	-3.2
CCCCN(Cc1cc2cc(OC)ccc2[nH]c1=O)C(=O)COc1ccccc1	2.5	-26.1	4.0
O=C(CSc1ncnc2ccccc12)N1CCN(c2ccccc2)CC1	2.6	-14.7	-8.2
COC(=O)c1cc(OC)c(OC)cc1NC(=O)c1cc(C)on1	2.6	-1.6	-1.6
Cc1cc(C)nc(-n2c(Nc3ccccc3)cc(=O)c3c(C)n(-c4ccccc4)c(=O)nc32)n1	-2.2	12.8	-7.6
N/C(=N\OC(=O)CCCN1C(=O)c2ccccc2C1=O)c1ccc(Br)cc1	6.5	-21.5	-10.7
CCN(CC)CCCN1C(=O)C(=O)/C(=C(/O)c2ccc3c(c2)OCO3)C1c1ccccn1 (configuration not stated)	6.1	-19.8	4.9
O=C(c1ccc2c(c1)c(=O)oc1ccccc12)N1CCCCC1	1.7	-17.0	4.7
CC1CCN(Cc2nc3c(c(=O)n(C)c(=O)n3C)n2Cc2c(F)cccc2Cl)CC1	-2.0	2.1	5.6
CCc1ccc(C(C(=O)NC2CCCCC2)N(C(=O)CNC(=O)c2ccco2)c2cccnc2)cc1 (configuration not stated)	4.3	0.9	9.8
COc1cc(/C=N/NC(=O)c2ccoc2C)cc(OC)c1OC	0.9	-28.9	-0.9
CC(=O)c1sc(NC(=O)CN2C(=O)CCC2=O)nc1C	1.6	-9.4	-16.2
COc1cc2[nH]cc(C(=O)NCc3cccs3)c(=O)c2cc1OC	1.6	-4.1	-1.8
CCn1c(=N)c(C(N)=O)cc2c(=O)n3cccc(C)c3nc21	0.6	-9.9	-7.7
Cc1cc2cc(CCNC(=O)C(C)C)c(=O)[nH]c2cc1C	2.8	-7.5	-4.8
Cc1cc(C)c2c(n1)nn1c(N3CCN(c4ccccc4C)CC3)cc(C)nc21	4.3	-15.8	5.0
O=C(CN(Cc1ccco1)C(=O)CNS(=O)(=O)c1ccc(Cl)cc1)NCc1ccc(F)cc1	4.6	-19.5	-0.4
COc1ccc(-c2c(C#N)c(SCC(=O)Nc3ccccc3)nc3c2CCCC3)cc1	4.6	5.8	-5.8
Cc1nn2c3ccccc3nc2n(Cc2ccccc2)c1=O	-1.4	20.4	2.4
Clc1nc(-c2ccccc2)cc(-c2ccc(Br)cc2)n1	4.2	8.5	5.9
O=C(Cn1c(NCCCO)nc2ccccc21)c1cccs1	0.6	4.5	3.9

(list continues)
SMILES	NPY-Y2 antag	E-sel TNF inh	GALR2 antag
Cc1ccc(C2c3c(oc4ccccc4c3=O)C(=O)N2c2nnc(C)s2)o1 (configuration not stated)	1.8	2.9	-5.8
COc1cc(OC)nc(NC(=O)CSc2nnc(-c3ccccc3)n2C2CCCCC2)n1	3.5	4.9	-17.3
Cc1ccc(S(=O)(=O)Nc2ccc3c4c(cccc24)CC3)c(C)c1	6.3	25.3	4.1
O=C(NCCN1CCOCC1)c1cc2cc(Cl)cc(Cl)c2oc1=O	0.8	-0.8	-8.5
CC1CCN(CCC(=O)Nc2ccc(Br)cc2)CC1	2.2	-37.3	6.1
CCC(=O)N1CCc2cc(S(=O)(=O)CCC(=O)Nc3c(C)n(C)n(-c4ccccc4)c3=O)ccc21	0.8	13.3	-20.7
Cc1ccc(C(=O)C2=C(O)C(=O)N(CCN(C)C)C2c2ccccn2)o1 (configuration not stated)	0.6	-29.5	10.7
O=C(O)C(CC(=O)N1CCOCC1)NCc1ccccc1 (configuration not stated)	-0.3	5.8	3.7
COCCCNC(=O)CSc1nc2ccc(N3CCOCC3)cc2c(=O)n1CCc1ccccc1	1.0	-2.3	-2.1
CCC(=O)NC(=S)Nc1ccccc1C(F)(F)F	1.3	34.7	5.3
CCCCOc1ccc(C(=O)CCNC(C(=O)O)C(C)CC)cc1 (configuration not stated)	-1.2	-4.9	-3.9
CS(=O)(=O)N(CC(=O)N1CCN(c2ccccc2)CC1)c1ccccc1Cl	3.0	-2.7	-1.9
O=C(c1c(F)c(F)c(F)c(F)c1F)N1CCc2ccccc21	2.9	-12.8	16.3
CCCCn1c(SCC(=O)Nc2sc3c(c2C(N)=O)CCC3)nnc1-c1ccccc1	4.6	7.1	-5.5
COc1cccc(/C=N/NC(=O)C(=O)N2CCCC2)c1	4.4	33.6	-0.5
CCNc1ccc(Br)cc(C(=O)/C=C/c2ccccc2Cl)c1=O	3.4	-14.2	11.2
CC1(C)Cc2c(cnn2-c2ccccc2)C(=O)/C1=N\NC(=O)c1ccncc1	4.3	-4.2	-0.6
COc1ccc(CCNC(=S)NC(=O)/C=C/c2ccc(C)cc2)cc1OC	5.2	12.2	-4.2
CC(C)(C)c1nnc(NS(C)(=O)=O)s1	0.2	0.0	9.4
CCC(=O)Nc1ccc(-c2nn3c(C)nnc3s2)cc1	-0.3	5.7	-0.9
COC(=O)c1c(NC(=O)Cc2cccs2)sc(C(=O)NC2CCCCC2)c1C	0.8	-14.5	7.4
COC(=O)Cc1cc(=O)[nH]c(/N=C(/NC(=O)c2ccccc2)Nc2ccccc2C)n1	-0.4	-14.1	-7.1
O=C(CCn1c(=O)sc2ccccc21)NCCN1CCOCC1	2.0	17.5	-3.1
CC(=O)N1CCC(N(CCN2CCOCC2)C(=O)Nc2ccc(Cl)c(Cl)c2)CC1	1.2	13.3	3.3
Fc1cccc(-c2cc3nc4c(c(N5CCN(c6cnccn6)CC5)n3n2)CCCC4)c1	-0.1	-7.0	9.6
COc1cc2nc(-c3cccs3)oc(=O)c2cc1OC	4.5	1.3	-10.8
Cc1ccc(-c2nnc(-c3ccccc3)o2)cc1Br	12.3	10.2	-3.2
CCOC(=O)Cc1csc(NC(=O)CCCCCN2C(=O)c3cccc4cccc(c34)C2=O)n1	-0.8	-21.0	10.1
CCc1c(C)nc(/N=C(/NC(=O)c2ccccc2)Nc2ccccc2OC)[nH]c1=O	0.2	-2.9	0.8
CC1CCCCN1Cc1nc2c(c(=O)n(C)c(=O)n2C)n1CCCc1ccccc1 (configuration not stated)	2.8	1.3	-10.7
O=C(Nc1ccccc1Cl)c1c(F)c(F)c(F)c(F)c1F	1.9	14.9	-10.8
COc1ccc(CCC(=O)NCc2cn3ccsc3n2)cc1	0.0	-27.2	1.5
Cc1ccc(Nc2nc(-c3ccc(S(=O)(=O)N4CCOCC4)cc3)cs2)cc1	-2.6	16.8	6.2
CCOC(=O)C1=C(O)/C(=C/c2cn(CC(=O)NCC3CCCO3)c3ccccc23)SC1=Nc1ccc(C)cc1 (configuration not stated)	-0.8	-14.9	34.1*
N=c1c(S(=O)(=O)c2ccccc2)cc2c(=O)n3ccccc3nc2n1CCN1CCOCC1	-0.5	14.7	-6.9
O=C(CN1CCOc2ccccc21)NC1CC1	1.4	15.0	-3.5
Cc1ccc(CCN2CC(C(=O)NCc3cccnc3)CC2=O)cc1 (configuration not stated)	-1.6	-6.3	4.3
CC(C)(C)Cc1nnc(NS(C)(=O)=O)s1	2.3	-7.8	-1.0
Cc1ccc(N=C2N=C(N)c3ccccc32)cc1C	3.9	6.5	14.8
Cc1cc(C)c2c(n1)nn1c(N3CCOCC3)cc(C)nc21	1.0	-3.9	1.5
Cc1cc(C)c(NC(=O)CSc2nc3ccc(NC(=O)CSc4nnnn4Cc4ccccc4)cc3s2)c(C)c1	2.2	-17.6	15.1
CCOC(=O)c1sc(NC(=O)C(CC)Sc2nc3ccccc3[nH]2)nc1C (configuration not stated)	2.6	-9.2	-1.9
C=CCN(CC=C)Cc1c(O)ccc2c1oc(=O)c1ccccc12	3.9	-23.4	-4.4
CCCOC(=O)CC1C(=O)NCCN1Cc1ccccc1C (configuration not stated)	2.7	-3.3	-3.6
Cc1cc(C(=O)CSCc2nnc3n(CCC(C)C)c(=O)c4ccccc4n23)c(C)n1C	5.5	0.8	6.7
CCOC(=O)c1ccc(-n2nc(C(F)(F)F)c3c(C)cc(=O)oc32)cc1	-0.1	-2.9	-3.8
COC(=O)Cn1c(=NC(=O)C2CC2)sc2c(C)cc(C)cc21	7.6	5.2	7.7
O=S(=O)(NCC1CCCO1)c1ccc(S(=O)(=O)N(Cc2ccc(F)cc2)C2CCCCC2)cc1 (configuration not stated)	1.8	6.5	8.0

Gathered by group, the entries above containing fluorine.
SMILES	NPY-Y2 antag	E-sel TNF inh	GALR2 antag
CCn1cc(CN(C)C(=O)CSc2nc(-c3ccco3)cc(C(F)(F)F)n2)c(C)n1	3.7	-15.5	-1.1
CN(NC(=O)Nc1ccc(Cl)cc1)c1ncc(C(F)(F)F)cc1Cl	4.8	-28.7	3.6
Cc1nnc(N2CCN(c3ccccc3)CC2)c2nn(-c3ccccc3F)c(C)c12	2.6	-20.1	2.0
O=C(/C=C/Nc1ccc(F)cc1)c1cccs1	2.4	22.0	18.1
CC1CCN(Cc2nc3c(c(=O)n(C)c(=O)n3C)n2Cc2c(F)cccc2Cl)CC1	-2.0	2.1	5.6
O=C(CN(Cc1ccco1)C(=O)CNS(=O)(=O)c1ccc(Cl)cc1)NCc1ccc(F)cc1	4.6	-19.5	-0.4
CCC(=O)NC(=S)Nc1ccccc1C(F)(F)F	1.3	34.7	5.3
O=C(c1c(F)c(F)c(F)c(F)c1F)N1CCc2ccccc21	2.9	-12.8	16.3
Fc1cccc(-c2cc3nc4c(c(N5CCN(c6cnccn6)CC5)n3n2)CCCC4)c1	-0.1	-7.0	9.6
O=C(Nc1ccccc1Cl)c1c(F)c(F)c(F)c(F)c1F	1.9	14.9	-10.8
CCOC(=O)c1ccc(-n2nc(C(F)(F)F)c3c(C)cc(=O)oc32)cc1	-0.1	-2.9	-3.8
O=S(=O)(NCC1CCCO1)c1ccc(S(=O)(=O)N(Cc2ccc(F)cc2)C2CCCCC2)cc1 (configuration not stated)	1.8	6.5	8.0

Some of the compounds tested. The share of hits here may be higher or lower than overall.
